Bioassay records as filed in PubChem.
LDHA inh: blocks human lactate dehydrogenase A. 480,000 tested, 0.15% active. activity change, % (values are at about 110 or 230 µM). purified LDHA, NADH/diaphorase-resazurin fluorescence; active compounds read low. AID 1347041; in the data active means activity change below about -30%; inconclusive means mostly about -25% to -30%;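 further: plate controls were DMSO wells for no effect and wells without enzyme for full effect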
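LDH5 2 nM; NADH 0.06 mM, pyruvate 0.2 mM; 200 mM Tris pH 7.4, EDTA, Tween-20; 5 min RT. Detection: diaphorase 0.133 mg/mL + resazurin 37 µM, fluorescence ex540/em590 at 0 and 20 min; normalized to enzyme-free and DMSO wells.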
GRP78 ERSR act: ER stress response induction in glioma | U87-MG GRP78 promoter luciferase reporter, 16 h | Potency, µM, for inactives: at the highest dose activation, actives largely listed as activators | 420,000 tested, 0.02% active | AID 602332; further: potency means the concentration at half of the fitted maximal effect; series mostly up to about 76 µM; % of control where 0% means no effect; nearly all actives have a fitted effect of over 35% in size
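ERSR induction read as luciferase luminescence (Bright-Glo, 10 min at room temperature) in stably transfected human U87-MG glioma cells exposed to compounds for 16 h, using GRP78 as sensor.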
Vif-APOBEC3G blk: Vif-A3G binding inhibition; HeLa A3G-eYFP + Vif (tagged APOBEC3G with the HIV-1 protein that degrades it), YFP fluorescence, overnight; Potency, µM (titrated, usually from 46.1 µM), inactives show top-dose activity, negative = active, hits mostly inhibitors; 410,000 tested, 0.076% active; AID 602310;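 further: potency means the concentration at half of the fitted maximal effect; on the % scale 0 is the no-effect control and ±100 the full control effect; nearly all actives have a fitted effect of over 60% in size; hits raise eYFP signal because A3G escapes Vif-driven loss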
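HeLa cells stably expressing Vif and C-terminally eYFP-tagged A3G, seeded overnight at 37 deg C, then exposed to compound by pintool overnight at 37 deg C. Rise in yellow fluorescence (Ex 488/Em 500-530, Acumen) marks blocked Vif-driven A3G degradation.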
IDH1 R132H inh: blocks human mutant IDH1 R132H enzyme; O75874; IDH1-R132H enzyme, NADPH consumption, diaphorase/resazurin fluorescence; Potency, µM (highest dose often 76.6 µM), inactives show top-dose activity change, negative = inhibition, most hits filed as inhibitors; 390,000 tested, 0.093% active; further: potency means the concentration at half of the fitted maximal effect; on the % scale 0 is the no-effect control and ±100 the full control effect; nearly all actives have a fitted effect of over 65% in size
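IDH1-R132H (0.5 ug/mL) preincubated 30 min with compound, then NADPH (0.016 mM) and alpha-KG (2 mM) added; 80 min at RT, pH 7.5. Remaining NADPH coupled via diaphorase/resazurin to fluorescence (540/590 nm); concentration-response curves normalized to no-enzyme control.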
PI4K2A block: blocks human PI4K2A kinase activity; Q9BTU6; purified PI4K2A, ADP-Glo luminescence, 1 h; active compounds read low; activity change, negative = inhibition, % at 76.9 µM; 420,000 tested, 0.13% active; in the data active means activity change below about -50%; inconclusive means mostly about -30% to -49%;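 further: -100% = wells without enzyme as full effect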
Target sequence (Q9BTU6 whole entry, looked up): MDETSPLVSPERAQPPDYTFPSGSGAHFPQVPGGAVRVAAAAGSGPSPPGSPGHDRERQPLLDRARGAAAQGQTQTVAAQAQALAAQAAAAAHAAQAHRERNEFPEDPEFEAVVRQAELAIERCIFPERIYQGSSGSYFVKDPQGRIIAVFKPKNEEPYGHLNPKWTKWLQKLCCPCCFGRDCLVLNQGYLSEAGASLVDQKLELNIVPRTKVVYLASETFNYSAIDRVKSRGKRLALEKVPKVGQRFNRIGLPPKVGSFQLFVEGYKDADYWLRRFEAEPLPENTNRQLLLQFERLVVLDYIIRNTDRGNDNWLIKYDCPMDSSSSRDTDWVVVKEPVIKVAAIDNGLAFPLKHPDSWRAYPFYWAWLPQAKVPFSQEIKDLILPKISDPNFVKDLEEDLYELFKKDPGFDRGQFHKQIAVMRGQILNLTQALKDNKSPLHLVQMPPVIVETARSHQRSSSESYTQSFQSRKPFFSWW
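PI4K2A activity was measured by ADP-Glo luminescence: enzyme (4 ug/mL stock) and phosphatidylinositol (1.2 mM stock) in Tris pH 7.5/MgCl2/EGTA/Triton X-100 buffer were reacted with ATP (300 microM stock) for one hour at ambient temperature.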
TrxR1 substrate: rat thioredoxin reductase 1 substrate activity. 390,000 tested, 0.01% active. Potency, µM (top dose mostly 114 µM), without a hit: top-dose activity change, negative = substrate turnover. purified TrxR1 substrate turnover, NADPH consumption readout; further: potency means the concentration at half of the fitted maximal effect; on the % scale 0 is the no-effect control and ±100 the full control effect; nearly all actives have a fitted effect of over 50% in size
Target sequence (O89049 whole entry, looked up): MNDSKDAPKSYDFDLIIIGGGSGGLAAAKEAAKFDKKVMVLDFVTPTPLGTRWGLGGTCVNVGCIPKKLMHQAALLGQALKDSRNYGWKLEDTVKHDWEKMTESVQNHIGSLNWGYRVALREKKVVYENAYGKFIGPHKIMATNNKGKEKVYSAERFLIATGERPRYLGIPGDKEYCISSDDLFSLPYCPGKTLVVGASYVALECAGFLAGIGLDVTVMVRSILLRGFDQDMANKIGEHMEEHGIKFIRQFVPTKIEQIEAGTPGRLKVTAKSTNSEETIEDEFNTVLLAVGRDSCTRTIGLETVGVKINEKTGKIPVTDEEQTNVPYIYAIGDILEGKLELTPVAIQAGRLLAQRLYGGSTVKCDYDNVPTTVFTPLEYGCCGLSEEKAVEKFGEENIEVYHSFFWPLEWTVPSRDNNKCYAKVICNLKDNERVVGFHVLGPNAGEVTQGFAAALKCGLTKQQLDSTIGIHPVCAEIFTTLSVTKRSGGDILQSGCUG
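Rat TrxR1, dispensed at 90 nM, was prereduced with 400 uM NADPH (final) for 5 min at ~22 deg C, then incubated with compound 15 min before 400 uM selenite. A first-read NADPH fluorescence drop versus no-compound background flagged substrates.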
Vif-A3F inh: inhibitors of Vif-A3F interaction | HeLa A3F-eYFP + Vif (tagged APOBEC3F with the HIV-1 protein that degrades it), YFP fluorescence increase | Potency, µM (top dose mostly 46.1 µM), for the others: at the top dose activity, negative = active | AID 602313 | 390,000 tested, 0.2% active; further: potency means the concentration at half of the fitted maximal effect; % of control where 0% means no effect; nearly all actives have a fitted effect of over 65% in size
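HeLa cells stably expressing Vif plus C-terminally eYFP-tagged A3F were seeded, incubated overnight at 37 deg C, dosed with compound, incubated overnight again at 37 deg C. Yellow fluorescence (Ex 488/Em 500-530) reported blocked Vif-mediated A3F-eYFP degradation.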
USP1-UAF1 inh: inhibitors of human USP1/UAF1 deubiquitinase | O94782 | Potency, µM (doses to about 57.1 µM), inactives show at the highest dose activity change, negative = inhibition, most hits filed as inhibitors | recombinant USP1/UAF1, Ub-Rhodamine cleavage fluorescence | AID 743255 | 390,000 tested, 0.23% active; further: potency means the concentration at half of the fitted maximal effect; on the % scale 0 is the no-effect control and ±100 the full control effect; nearly all actives have a fitted effect of over 60% in size; inactives centre near -12
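Step one: compound is pinned into 1nM USP1/UAF1 in HEPES pH 7.8 buffer with TCEP. Step two: 15 min room-temperature incubation. Step three: Ub-Rho (150nM final) starts cleavage, tracked by fluorescence over six one-minute reads.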
RXFP1 agonist: activates the human relaxin receptor RXFP1; Q9HBX9; AID 2676; 370,000 tested, 0.3% active; Potency, µM (highest dose often 57.5 µM), inactives show top-dose activation, most hits filed as activators; HEK293T-RXFP1 cAMP TR-FRET, 30 min; response scale: percent of porcine relaxin response, buffer zero; further: potency means the concentration at half of the fitted maximal effect; on the % scale 0 is the no-effect control and ±100 the full control effect; nearly all actives have a fitted effect of over 60% in size; many of its hits are not listed in these tables
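Agonist response is measured as cAMP accumulation in an RXFP1-transfected HEK293T line under PDE4 inhibition. Values are scaled between buffer-only and 29 nM porcine relaxin, and EC50s come from standard Hill equation fits.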
Active calls of the source: *; ? = inconclusive; / = not tested or not shown; & = joins results of further samples; [ ] = another dose, or the depositor's remark. Unless noted, the call rests on the fitted dose curve; in most records, active means well fitted curve in the direction sought with a large enough effect; inconclusive means small, poorly fitted or top-dose-only effect, or another doubt; inactive means no such curve, though single readings can be large; an effect the other way counts as inactive or inconclusive. Some of the compounds tested; count on the stated rates, not on these rows.

SMILES	LDHA inh	GRP78 ERSR act	Vif-APOBEC3G blk	IDH1 R132H inh	PI4K2A block	TrxR1 substrate	Vif-A3F inh	USP1-UAF1 inh	RXFP1 agonist
COCCOC(=O)c1c(-c2ccccc2)c(-c2ccccc2)nn(C)c1=O	-3	-1%	0%	26%	-13	19%	1%	-4%	0.3%
CCCCCOc1ccc(NS(C)(=O)=O)cc1	4	8%	1%	3%	-1	-8%	3%	-24%	0.4%
CCOC(=O)c1ccc(NC(=O)c2sc3nc4n(c(=O)c3c2C)CCC4)cc1	-5&-8	6%&-2%	-2%&5%	-7%&-4%	-4&-3	-4%&0%	6%&2%	-11%&-14%	17%&-0.4%
Cc1c(N=C/C=C2\N(C)c3ccccc3C2(C)C)c(=O)n(-c2ccccc2)n1C	-14	-2%	-1%	-1%	1	-3%	-4%	-3%	0.5%
O=C(CN1CCN(Cc2ccc(Cl)cc2)CC1)N1CCc2ccccc21	-1	0%	-5%	5%	3	2%	-1%	-22%	3.0%
CC(Oc1ccc(Cl)cc1Cl)C(=O)NNC(=O)c1ccncc1 (centres undefined)	-2	-3%	-8%	8%	-6	6%	4%	-14%	-0.3%
COc1ccc(-c2nc3ccccc3n2Cc2ccc(C)cc2)cc1	1	4%	-9%	5%	7	12%[57.1 µM]	-14%	-16%	0.0%
O=C(CCNC(=O)c1ccc(Cl)cc1)Nc1ccccc1N1CCCCC1	-4	-4%	-2%	1%	-5	8%[57.1 µM]	0%	-24%	0.6%
CCOC(=O)c1c(NC(=O)OC)sc(C(=O)N(CC)CC)c1C	1	-3%	-1%	2%	0	-10%	5%	-24%	-0.3%
O=c1[nH]cnc2c([N+](=O)[O-])cccc12	-5	-2%	3%	9%	-7	9%[57.1 µM]	1%	-5%	3.4%
Cc1ccccc1CN1CCN(C(=O)[C@H]2O[C@@H](n3cnc4c(N)ncnc43)[C@H](O)[C@@H]2O)CC1	-8	2%	1%	/	-10	/	/	/	/
COc1ccc2nc(/N=C(\N)NC(=O)N3c4ccccc4Sc4ccccc43)nc(C)c2c1	4	-1%	-10%	8%	1	5%	3%	-9%	1.1%
CCN1CCN(c2ccc(S(=O)(=O)N3CCOCC3)cc2NC(=O)c2cccc([N+](=O)[O-])c2)CC1	-3	-1%	2%	3%	5	9%	9%	-26%	/
Cc1ccc(C(=O)NCc2ccco2)cc1	-3	5%	1%	10%	3	3%	-12%	-19%	3.7%
O=C1Nc2cc(Cl)c(Cl)cc2N(O)N1c1ccc(Cl)cc1	1	2%	-2%	7%	-1	6%[57.1 µM]	5%	-1%	-0.3%

2 neighbouring entries already listed, for reference:
SMILES	LDHA inh	GRP78 ERSR act	Vif-APOBEC3G blk	IDH1 R132H inh	PI4K2A block	TrxR1 substrate	Vif-A3F inh	USP1-UAF1 inh	RXFP1 agonist
COCCOC(=O)c1c(-c2ccccc2)c(-c2ccccc2)nn(C)c1=O	-3	-1%	0%	26%	-13	19%	1%	-4%	0.3%
CCCCCOc1ccc(NS(C)(=O)=O)cc1	4	8%	1%	3%	-1	-8%	3%	-24%	0.4%

Later entries:
SMILES	LDHA inh	GRP78 ERSR act	Vif-APOBEC3G blk	IDH1 R132H inh	PI4K2A block	TrxR1 substrate	Vif-A3F inh	USP1-UAF1 inh	RXFP1 agonist
COc1cc(NC(=O)COC(=O)c2ccccc2F)cc(OC)c1	-10	-4%	0%	4%	-10	0%[57.1 µM]	8%	-3%	1.4%
O=C(Nc1ccc(NC(=O)c2ccc([N+](=O)[O-])cc2[N+](=O)[O-])cc1)c1ccco1	-15	-1%	-3%	-1%	18	-2%	3%	4%	0.6%
CN(NS(=O)(=O)c1ccc([N+](=O)[O-])cc1)c1ccccc1	62	6%	0%	-4%	-1	/	-8%	-25%	/
CC(C)C(=O)Nc1ccc2c(c1)oc1ccccc12	-11	0%	4%	7%	3	-6%	-6%	-2%	-1.3%
O=Cc1cn(-c2ccccc2)nc1-c1ccncc1	-1	-1%	-10%	0%	-3	-1%	-6%	-15%	-0.1%
COc1cc(C2SCC(=O)N2CCCN(C)C)cc(OC)c1OC (centres undefined)	-9	-8%	0%	0%	-5	-8%	/	5%	-1.0%
CCCn1c(=N)n(CC(=O)c2ccc(Cl)cc2)c2ccccc21	-3	-6%	2%	12%	0	-4%	-8%	-5%	1.6%
CC=C1OC(n2cnc3c(N)ncnc32)C(O)C1O (centres undefined)	-8	-4%	-1%	/	-23	/	/	/	/
CCc1ccc(C2=CC(c3cccc(OC)c3OC)n3c(nc4ccccc43)N2)cc1 (centres undefined)	-8	-4%	-12%	?	-5	-1%[57.1 µM]	?	-9%	4.5%
Cc1ccc(NC(=O)C2CCCN2S(=O)(=O)c2cccc3cccnc23)cc1F (centres undefined)	-1	-4%	-1%	1%	5	3%	3%	-8%	-2.6%
Cc1c(C(=O)OCC(=O)N2CC(=O)Nc3ccccc32)oc2ccc(Br)cc12	1	-5%	-7%	6%	1	9%[57.1 µM]	-2%	-10%	19%
CCCc1cc(C(=O)OC)c2ccccc2n1	-1	-3%	0%	5%	2	-7%	4%	-8%	-0.5%
CCOC(=O)c1sc2nc(C)nc(NCc3ccc(Cl)cc3)c2c1C	-1	-3%	6%	-3%	-12	36%	-5%	-19%	4.7%
Cc1cccc(C(=O)NCC(=O)OCc2cc(=O)n3ccsc3n2)c1	-4	-4%	0%	2%	3	2%	1%	1%	6.7%
Cc1cc(/C=C2\C(=O)NN(c3ccccc3)C2=O)c(C)n1-c1ccccc1O	-2	8%	-27%	2%	1	-7%	?	-15%	1.8%
COCCCN1C(=O)c2[nH]nc(-c3ccccc3O)c2C1c1ccc(OCc2ccccc2)cc1 (centres undefined)	3	?	-15%	1%	0	-2%	5%	?	-0.4%
CCOC(=O)Cc1nn[nH]n1	-2	-4%	-4%	-11%	-2	5%[57.1 µM]	-10%	-12%	-0.2%
CCN(CC)c1nc(Nc2ccc(Cl)cc2)nc(OCC#N)n1	-11	-2%	-7%	2%	11	9%[57.1 µM]	-10%	-1%	0.3%
CC(=O)SCC(=O)N=c1sc2cc(F)ccc2n1C	-7	3%	0%	4%	8	10%[57.1 µM]	-23%	-8%	0.5%
O=C(CN(c1ccc(Cl)cc1)S(=O)(=O)c1ccc(Cl)c([N+](=O)[O-])c1)NCCc1ccc(F)cc1	1	-2%	-10%	6%	-1	-3%	-22%	-5%	0.2%
Cc1ccnc(NC(=S)N2CCN(c3cccc(C(F)(F)F)c3)CC2)c1	-2&-3&1	16%	-1%	-9%	3	-8%	-30%	-16%	1.3%
COCCn1c(=NC(=O)C(C)(C)C)sc2cc([N+](=O)[O-])ccc21	0	10%	2%	4%	-1	0%	1%	-17%	0.2%
Cc1cc(C)c2oc(-c3ccc(NC(=O)COc4ccccc4C)cc3)nc2c1	-5	2%	-6%	-12%	-2	129%[activator]	?	-9%	3.7%
CCOC(=O)c1cc2c(=O)n3ccccc3nc2n(CCCOC)c1=NC(C)=O	-1	-4%	-5%	2%	-1	73%[activator]	/	-12%	21%
CCCN1C(=O)c2ccccc2NC1c1ccc(OC)c(COc2cccc(OC)c2)c1 (centres undefined)	-8	-4%	3%	/	/	42%[activator]	/	/	/
N#Cc1ccc(OCC(=O)NCCCN2CCCC2=O)cc1	-2	-1%	-2%	10%	2	/	0%	-18%	/
Cc1c(Cl)cccc1-c1ccc(CNc2ccc3[nH]c(=O)[nH]c3c2)o1	-3	-6%	3%	38%[activator]	-3	0%	-8%	-16%	-1.5%
Cc1c(C(=O)NCc2cccs2)oc2ccccc12	7	4%	1%	0%	-1	4%	2%	-4%	-0.1%
Cc1ccc(CNC(=O)c2ccc(-n3cnc4cccnc43)cc2)cc1	-1	-3%	-1%	0%	3	8%	-4%	-25%	2.7%
Cc1cc(C(F)(F)F)nn1C(=O)c1cccnc1Cl	-3	-5%	5%	10%	-1	12%[57.1 µM]	-5%	1%	1.4%
CC(=O)NCCNc1nc2cc(-c3cc(F)ccc3C)sc2c(=O)n1C	-10	-1%	-2%	/	-2	/	/	/	/
COc1ccc(CNC(=O)COc2cc3c(c4oc(=O)cc(C)c24)CCC(C)(C)O3)cc1	-6	-2%	-1%	-2%	3	115%[activator]	3%	8%	3.3%
C[C@@H]1O[C@@H](OC[C@H]2O[C@@H](Oc3c(-c4ccc(O)c(O)c4)oc4cc(O)cc(O)c4c3=O)[C@H](O)[C@@H](O)[C@@H]2O)[C@H](O)[C@H](O)[C@H]1O	6	-2%&-3%	3%	9%	-5&-4	-8%	7%	-22%	-0.8%
O=C(Nc1ccccn1)c1cccc(S(=O)(=O)N2CCCC2)c1	-8	-1%	0%	0%	-8	-15%	8%	-12%	0.4%
CCOC(=O)CC1C(=O)NCCN1Cc1cccs1 (centres undefined)	-2	-4%	1%	5%	1	5%	3%	-15%	2.4%
COc1ccccc1N1CCN(C(=O)COc2cc(C)ccc2C)CC1	1	-4%	-2%	9%	3	-1%	-7%	-18%	0.5%
COc1ccccc1-c1c(C)nn2c(-c3ccccc3)cc(-c3ccccc3)nc12	-1	1%	-1%	1%	-2	2%	0%	2%	-4.8%
COC(=O)Cc1cc(=O)n2[nH]c(C)nc2n1	-5	-1%	0%	5%	-3	-2%	-4%	-1%	0.7%
